MazEF act – MazEF (E. coli) toxin RNase activation; P0AE70; FAM/BHQ RNA-DNA oligo cleavage fluorescence, 5 h; activation, % at 20 µM; 350,000 tested, 0.32% active; AID 504720; in the data active = activation above about 50%
Target sequence (P0AE70 whole entry, looked up): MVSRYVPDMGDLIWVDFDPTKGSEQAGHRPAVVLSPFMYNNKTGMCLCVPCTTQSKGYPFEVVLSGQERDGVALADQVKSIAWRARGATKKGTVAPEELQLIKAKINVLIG
GDH-TPI inh – counter-screen for M. tuberculosis FBA inhibitors: GDH-TPI coupled enzymes | 360,000 tested, 1.2% active | AID 588335 | inhibition, % at 4.8 µM | GDH-TPI coupled enzyme counterscreen, NADH absorbance; in the data active = inhibition above about 30%;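 note: 0% = DMSO wells and 100% = wells lacking the enzyme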
Mtb BioA inh – BioA (M. tuberculosis) enzyme inhibition. AID 602481. purified M. tuberculosis BioA enzyme, plate reader. 360,000 tested, 0.096% active. inhibition, % at 9.99 µM; in the data active = inhibition above about 40%; inconclusive = no clear call, values can overlap the other calls
UGM FP inh – blocks M. tuberculosis UGM enzyme; purified UGM, fluorescence polarization probe displacement; inhibition, % at 10 µM; 320,000 tested, 0.06% active; AID 504406; in the data active = inhibition above about 10%, passing the limit was not always enough; inconclusive = no clear call, values can overlap the other calls
BoNT-F LC inh – inhibitors of Botulinum neurotoxin F light chain protease; Multiplex microsphere protease cleavage assay, flow cytometry; inhibition, % at 10 µM; 360,000 tested, 0.22% active; AID 588497; in the data active = inhibition above about 35%, passing the limit was not always enough; inconclusive = no clear call, values can overlap the other calls; note: plate controls were buffer without enzyme for full effect and enzyme alone for no effect
Mtb FBA inh – Mtb fructose-bisphosphate aldolase inhibition; purified M. tuberculosis FBA, fluorescence read-out; inhibition, % at 1 µM; AID 588726; 360,000 tested, 2.3% active; P9WQA3; in the data active = inhibition above about 27%;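 note: 0% = vehicle and 100% = reference inhibitor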
Target sequence (P9WQA3 whole entry, looked up): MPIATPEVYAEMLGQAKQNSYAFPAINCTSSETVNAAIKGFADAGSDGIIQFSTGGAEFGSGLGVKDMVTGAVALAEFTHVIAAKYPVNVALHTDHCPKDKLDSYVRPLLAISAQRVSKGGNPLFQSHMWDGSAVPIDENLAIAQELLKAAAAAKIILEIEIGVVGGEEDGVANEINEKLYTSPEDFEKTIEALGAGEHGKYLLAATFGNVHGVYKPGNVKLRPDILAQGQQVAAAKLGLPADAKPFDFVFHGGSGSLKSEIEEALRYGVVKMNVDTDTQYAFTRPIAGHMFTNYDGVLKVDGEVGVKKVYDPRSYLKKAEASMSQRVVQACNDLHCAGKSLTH
Rv3671c protease – inhibits the M. tuberculosis serine protease Rv3671c | P9WHR9 | inhibition, % at 5.96 µM | 320,000 tested, 0.048% active; in the data active = inhibition above about 38%;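 note: extracellular domain of Rv3671c used as enzyme; 0% = enzyme with DMSO and 100% = no enzyme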
Target sequence (P9WHR9 whole entry, looked up, the tested form may be a part): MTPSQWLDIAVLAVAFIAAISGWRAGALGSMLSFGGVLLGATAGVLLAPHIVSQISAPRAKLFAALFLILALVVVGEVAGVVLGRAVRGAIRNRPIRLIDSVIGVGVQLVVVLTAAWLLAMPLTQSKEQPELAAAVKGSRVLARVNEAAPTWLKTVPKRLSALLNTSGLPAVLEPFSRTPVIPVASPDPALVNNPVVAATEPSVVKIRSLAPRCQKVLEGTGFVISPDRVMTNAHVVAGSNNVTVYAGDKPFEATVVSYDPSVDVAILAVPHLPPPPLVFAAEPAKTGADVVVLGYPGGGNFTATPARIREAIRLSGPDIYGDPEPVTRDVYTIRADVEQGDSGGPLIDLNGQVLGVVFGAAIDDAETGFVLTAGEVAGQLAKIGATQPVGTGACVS
PrPC TRFRET – cell surface PrPC inhibition, primary TR-FRET screen. TR-FRET read-out. inhibition, % at 13.8 µM. 370,000 tested, 0.43% active; in the data active = inhibition above about 24%; note: 0% = median of the test wells and 100% = reference compound wells
FadD28 binding – inhibitors of Mycobacterium tuberculosis FadD28 bisubstrate binding; 360,000 tested, 0.22% active; FadD28 bisubstrate probe binding, fluorescence polarization; inhibition, % at 12.5 µM; in the data active = inhibition above about 8.5%, passing the limit was not always enough; inconclusive = no clear call, values can overlap the other calls
An asterisk follows results filed as active; ? = inconclusive; / = not tested or not shown.

nr | smiles | MazEF act | GDH-TPI inh | Mtb BioA inh | UGM FP inh | BoNT-F LC inh | Mtb FBA inh | Rv3671c protease | PrPC TRFRET | FadD28 binding
1 | COc1ccc(/C=C2\SC(=S)N(CCC(=O)Nc3ccc(C(=O)O)cc3)C2=O)cc1 | -2 | -2 | -0.8 | 1.4 | ? | -7 | 2 | -9 | -4.0
2 | COc1ccc(C(=O)NC(=S)Nc2ccc(N3CCCC3)cc2)cc1OC | 7 | 9 | -2.0 | 0.9 | -7 | 1 | -11 | -2 | -2.1
3 | Cc1ccc(NC(=S)N(CCCN2CCN(C)CC2)Cc2cccs2)cc1 | -2 | -1 | / | 4.3 | -6 | -1 | -1 | -12 | 1.2
4 | Cc1cccc(Nc2n[nH]c(=S)s2)c1C | -6 | 10 | / | -3.9 | 7 | -4 | -3 | -4 | 0.3
5 | CC1CC(C)(C)CC2(C1)NC(=O)N(CC(=O)OCc1ccc(Br)cc1)C2=O (stereo unspecified) | -1 | 0 | -0.4 | -0.8 | / | 4 | 1 | 2 | -1.4
6 | O=C(CN(Cc1ccc2c(c1)OCO2)C(=O)CNS(=O)(=O)c1ccccc1)NCC1CCCO1 (stereo unspecified) | -4 | -7 | 1.4 | 2.8 | 9 | 5 | 0 | -6 | 0.1
7 | CC(=O)NC(c1cccc(F)c1)c1nc(-c2ccc(N(C)C)cc2)cs1 (stereo unspecified) | / | 13 | 0.5 | / | -1 | 2 | / | 5 | -0.5
8 | CCCCCCN=C(C)c1c(O)n(Cc2ccccc2)c(=O)[nH]c1=O | 5 | 5 | -1.7 | 0.2 | 0 | -5 | -10 | 3 | -2.9
9 | CCN(C(=O)c1cc2c(=O)[nH]c3ccc(C)cc3c2s1)c1ccc(OC)cc1 | 1 | 1 | 2.3 | -0.4 | -5 | -1 | -9 | 3 | -6.9
10 | CC(=O)Nc1ccc(C#Cc2ccc(NC(C)=O)cc2)cc1 | 6 | 10 | -0.8 | 0.3 | 0 | 0 | -3 | 8 | -3.0
11 | COc1cccc(C(=O)NCc2ccc3c(c2)OCO3)c1OC | 0 | 4 | 1.6 | 2.2 | ? | 1 | / | -2 | 3.1
12 | Cc1ccc(C)c2sc(NC(=O)c3ccc(N4C(=O)CCC4=O)cc3)nc12 | 7 | 5 | 0.1 | 2.2 | -9 | 7 | 10 | -1 | -1.3
13 | Cc1ccc(NC(=O)Cn2c(=O)c3cccn3c3ccccc32)c(C)c1 | 10 | -3 | 0.9 | 0.3 | 6 | 1 | 5 | -4 | -5.4
14 | Cc1cc(C(=O)NC2Cc3ccccc3C2)c(C)o1 | 5 | 6 | / | 2.0 | ? | 0 | 7 | 3 | -2.3
15 | COCc1cc(=O)[nH]c(/N=C(\N)Nc2ccc(C)cc2C)n1 | -7 | 3 | / | -1.2 | -5 | 5 | 6 | 5 | -2.8
16 | COc1cccc(N(CC(=O)N2CCN(C)CC2)S(=O)(=O)c2ccc(C)cc2)c1 | -9 | -4 | 0.2 | -0.4 | 0 | 3 | 3 | -2 | -1.7
17 | O=C(CSc1ccc2nnc(CCNC(=O)c3ccccc3)n2n1)Nc1ccccc1F | 1 | 3 | / | 0.5 | 2 | 2 | 8 | 8 | -23
18 | CCCn1c2c(c(=N)c3c1CCC3)CCC2 | 1 | -1 | / | 0.3 | ? | 0 | 4 | 1 | -0.2
19 | CC(=C1C(=O)c2ccccc2C1=O)N1CCC(C(N)=O)(N2CCCCC2)CC1 | -24 | 7 | / | -1.0 | -2 | -2 | 4 | -10 | 0.0
20 | O=C(NCCc1cnc[nH]1)c1cccs1 | 2 | 4 | -0.1 | 0.0 | -20 | -1 | -4 | 6 | -1.1

Next part; the last 2 above are carried over.
nr | smiles | MazEF act | GDH-TPI inh | Mtb BioA inh | UGM FP inh | BoNT-F LC inh | Mtb FBA inh | Rv3671c protease | PrPC TRFRET | FadD28 binding
19 | CC(=C1C(=O)c2ccccc2C1=O)N1CCC(C(N)=O)(N2CCCCC2)CC1 | -24 | 7 | / | -1.0 | -2 | -2 | 4 | -10 | 0.0
20 | O=C(NCCc1cnc[nH]1)c1cccs1 | 2 | 4 | -0.1 | 0.0 | -20 | -1 | -4 | 6 | -1.1
21 | C=CCn1c(SCC(=O)O)nnc1-c1ccc(C(C)(C)C)cc1 | 0 | -1 | -1.0 | -1.1 | -10 | -2 | -11 | 1 | -0.1
22 | Nc1cc(C(=O)O)ccc1Nc1ccccc1 | 7 | 8 | 75* | 0.5 | / | 91* | -19 | -9 | 3.5
23 | COc1ccccc1-c1nnc2sc(COc3ccccc3)nn12 | 4 | -4 | 3.2 | -3.4 | 11 | -2 | 0 | 6 | -0.2
24 | CC1(c2ccc(OC(F)F)cc2)NC(=O)N(/N=C/c2c(O)ccc3ccccc23)C1=O (stereo unspecified) | -19 | 3 | / | 3.7 | -8 | 0 | -37 | -3 | -1.7
25 | CCn1c(SCc2nc3scc(-c4ccccc4)c3c(=O)[nH]2)nnc1-c1ccc(Cl)cc1 | 11 | 11 | / | -4.9 | 4 | 1 | 1 | -1 | -0.9
26 | O=C1[C@H]2[C@@H](/C=C/c3ccccc3)N3C(=O)CN(Cc4ccccn4)C(=O)[C@@]3(Cc3ccccc3)[C@H]2C(=O)N1c1ccccc1 | 3 | -5 | -0.7 | 3.2 | 0 | -1 | -4 | 1 | -3.6
27 | O=C(NCc1ccc(Cl)cc1)C1CCC(CNc2c(N3CCOCC3)c(=O)c2=O)CC1 (stereo unspecified) | 2 | 17 | 0.4 | -1.8 | 3 | -8 | -2 | 3 | -4.5
28 | Cc1ccc(SCc2cc(=O)[nH]c(/N=C(\N)Nc3ccc(C)c(C)c3)n2)cc1 | -2 | 1 | 0.9 | 1.0 | -8 | -2 | -4 | / | -3.1
29 | O=[N+]([O-])c1cccc(-c2nnc3cccc(Cl)n23)c1 | 10 | -3 | 1.8 | -1.1 | 19 | -1 | -3 | 5 | -1.0
30 | NC1=NC[C@H](Cc2ccccc2)N1CCc1cc(C(F)(F)F)cc(C(F)(F)F)c1 | 18 | 9 | 5.1 | -0.9 | -12 | 4 | -2 | -12 | -5.0
31 | Cc1ccc(COC(=O)c2ccc3ccccc3n2)cc1 | 3 | -2 | -0.5 | -1.7 | 2 | -2 | 2 | 4 | -5.2
32 | COc1ccc(N(C(=O)Cn2nnc(-c3ccccc3F)n2)C(C(=O)NCC2CCCO2)c2ccc(Cl)cc2)cc1 (stereo unspecified) | 10 | 0 | / | 0.7 | -5 | 2 | 2 | -1 | 0.4
33 | Cc1ccc(NC(=O)C2=CCN(S(=O)(=O)c3ccc(F)cc3)CC2)cc1 | 8 | 2 | 0.4 | 0.1 | 1 | -1 | 2 | 13 | -1.2
34 | O=C(Nc1cc(S(=O)(=O)N2CCCCC2)ccc1N1CCOCC1)c1cc(=O)[nH]c2ccccc12 | 5 | 18 | -3.2 | -2.4 | -2 | -2 | -4 | -3 | 0.1
35 | COCCCn1c(=O)/c(=C\c2ccccc2OC(F)F)s/c1=C(/C#N)C(=O)N1CCOCC1 | -2 | 11 | / | -1.4 | 7 | 0 | 5 | 3 | -2.3
36 | Cc1ccc(O)c(C(=O)c2cc(C#N)c(=O)n(Cc3ccccc3)c2)c1 | -2 | 2 | / | -0.3 | -1 | 1 | -9 | 0 | -2.9
37 | COC(=O)CCNCCSc1nnc(-c2ccco2)n1Cc1ccccc1 | -3 | -2 | 13 | -1.0 | -2 | 1 | 12 | -3 | -1.3
38 | CC(C)OCCCNC(=O)CN1CCN(Cc2ccccc2Cl)C1=O | -5 | -1 | -2.6 | 2.0 | -17 | 1 | -5 | 5 | -0.9
39 | CN=c1scc(-c2cc(OC)ccc2OC)n1/N=C/c1c(C)[nH]c2ccccc12 | -3 | 17 | / | 1.0 | -73 | 0 | 13 | -1 | -0.9
40 | Cc1nc2ccc(S(=O)(=O)NCC(=O)N3CCCCC3)cc2s1 | 3 | 7 | 1.2 | -0.7 | 10 | -6 | 0 | 4 | -3.2
41 | COc1ccc(CNc2nccs2)cc1 | -5 | 10 | -2.7 | -0.4 | / | 2 | 5 | 6 | -2.3
42 | CCN(CC)CCN1C(=O)c2ccccc2NC1c1cc(OC)c(OC)c(OC)c1 (stereo unspecified) | -1 | 9 | -1.8 | -0.3 | -3 | 107* | 0 | 2 | -2.3
43 | CN(N)c1nc2ccccc2nc1C(F)(F)F | 17 | 4 | / | 4.9 | 6 | 1 | 3 | 7 | -1.6
44 | c1ccc(-c2cc3nc(NCc4cccs4)nc(NCc4ccc5occc5c4)c3s2)cc1 | / | 10 | -1.5 | / | -6 | 6 | / | 1 | -0.1
45 | COc1ccc(OC)c(N(CC(=O)NCc2ccccc2)S(=O)(=O)c2ccc(OC)c(OC)c2)c1 | 2 | 4 | -2.6 | 0.8 | -1 | 1 | 0 | -1 | -1.5
46 | CCOc1ccccc1-n1nnnc1SCC(=O)O | 3 | 11 | -2.0 | 2.6 | -1 | 2 | -2 | 0 | -0.1
47 | CC1(C)CN(C2CCCCC2)C(=O)[C@H]1CC(=O)Nc1ccc(Br)cc1 | -1 | 11 | / | / | -1 | -1 | / | -4 | -4.3
48 | O=C(O)CC(c1cccc([N+](=O)[O-])c1)N1Cc2ccccc2C1=O (stereo unspecified) | 11 | 2 | / | -0.6 | -3 | -1 | -7 | 2 | -2.7
49 | CC(=O)Nc1ccc(S(=O)(=O)N2CCN(c3cc(C(F)(F)F)ccn3)CC2)cc1 | 10 | 3 | / | 3.5 | -1 | 22 | -6 | -1 | 1.1
50 | C=CCn1c(C)c(/C=C/c2cc[n+](C)cc2)c2ccccc21 | -660 | 10 | -119 | -7.3 | -24 | -12 | -13 | -49 | 0.4
51 | CC(C)C(C(=O)NC1CCCCC1)N(CC1CCCO1)C(=O)CNS(=O)(=O)c1ccc(F)cc1 (stereo unspecified) | -3 | -2 | -1.2 | 2.1 | 1 | -1 | 4 | 9 | -0.4
52 | COc1ccc(S(=O)(=O)N2CCOCC2)cc1NC(=O)CSc1nnc2n1CCCCC2 | 9 | 12 | 0.4 | 5.5 | -3 | -3 | 5 | -10 | -1.2
53 | Cc1ccc(NC(=O)c2cccnc2C(=O)Nc2ccc(C)cc2)cc1 | -14 | 4 | / | -3.7 | -2 | 4 | 3 | 3 | -1.6
54 | CC(=O)OCC(=O)Nc1c(C)cccc1C | -35 | -4 | / | 0.0 | 4 | -2 | -2 | -1 | -1.1
55 | O=CNCC(=O)NCCc1ccc(Cl)cc1 | 13 | -8 | -1.4 | 2.6 | 2 | -5 | 2 | 3 | -3.7
56 | C/C(=N/NC(N)=S)c1ccccc1[N+](=O)[O-] | -6 | 2 | 0.3 | -0.2 | -30 | -2 | -1 | -8 | -0.5
57 | CCc1ccc(NC(=O)CSc2nnc(CC)c(CC)n2)cc1 | -3 | 0 | 2.3 | -0.1 | -2 | 1 | 1 | 3 | 0.6
58 | O=C(CN1C(=O)COc2ccc(Cl)cc21)Nc1nccs1 | 2 | -11 | 0.2 | 2.2 | / | -2 | 4 | 5 | -1.6

Structural class, the compounds so far containing two or more sulfur atoms
nr | smiles | MazEF act | GDH-TPI inh | Mtb BioA inh | UGM FP inh | BoNT-F LC inh | Mtb FBA inh | Rv3671c protease | PrPC TRFRET | FadD28 binding
1 | COc1ccc(/C=C2\SC(=S)N(CCC(=O)Nc3ccc(C(=O)O)cc3)C2=O)cc1 | -2 | -2 | -0.8 | 1.4 | ? | -7 | 2 | -9 | -4.0
3 | Cc1ccc(NC(=S)N(CCCN2CCN(C)CC2)Cc2cccs2)cc1 | -2 | -1 | / | 4.3 | -6 | -1 | -1 | -12 | 1.2
4 | Cc1cccc(Nc2n[nH]c(=S)s2)c1C | -6 | 10 | / | -3.9 | 7 | -4 | -3 | -4 | 0.3
25 | CCn1c(SCc2nc3scc(-c4ccccc4)c3c(=O)[nH]2)nnc1-c1ccc(Cl)cc1 | 11 | 11 | / | -4.9 | 4 | 1 | 1 | -1 | -0.9
40 | Cc1nc2ccc(S(=O)(=O)NCC(=O)N3CCCCC3)cc2s1 | 3 | 7 | 1.2 | -0.7 | 10 | -6 | 0 | 4 | -3.2
44 | c1ccc(-c2cc3nc(NCc4cccs4)nc(NCc4ccc5occc5c4)c3s2)cc1 | / | 10 | -1.5 | / | -6 | 6 | / | 1 | -0.1
52 | COc1ccc(S(=O)(=O)N2CCOCC2)cc1NC(=O)CSc1nnc2n1CCCCC2 | 9 | 12 | 0.4 | 5.5 | -3 | -3 | 5 | -10 | -1.2
